Screening results (PubChem)
Integrin act MD – integrin-mediated muscular dystrophy alleviation activation | Potency, µM (series often up to 38.3 µM), for inactives: top-dose activation, usual class: activators | 0.064% of 350,000 active | AID 624291 | alpha7betagal myoblasts, beta-gal FDG fluorescence, 48 h;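 further: potency means the concentration at half of the fitted maximal effect; 100% = response of the positive control SU9516; nearly all actives have a fitted effect of over 60% in size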
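alpha7betagal+/- myoblasts (passage 13, 250/well) treated 48 h at 37C with compounds at 1:260 dilution of DMSO stock. Lysed, then beta-galactosidase activity read as FDG fluorescence (ex 480/em 540) after 30 min, with pre-read for autofluorescence.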
MBNL1 CUG block – MBNL1-poly(CUG) RNA binding inhibition; Q9NR56; 0.036% of 280,000 active; AID 2675; Potency, µM (doses to about 57.5 µM), without a hit: top-dose activity change, negative = inhibition, actives largely listed as inhibitors; TR-FRET MBNL1-His/biotin-(CUG)12 binding, 665/545 ratio; active means well fitted inhibition curve with a large enough effect in the signal ratio, with a control signal flat, not every such curve was filed as active; inconclusive means small, poorly fitted or top-dose-only effect, or effect the other way, or a change in a side signal; inactive means no such curve, though single readings can be large or run the other way; the % refers to the signal ratio; further: potency means the concentration at half of the fitted maximal effect; on the % scale 0 is the no-effect control and ±100 the full control effect
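Inhibition of protein-RNA binding appears as loss of TR-FRET between terbium anti-His antibody on MBNL1-His and streptavidin-XL665 on biotin-(CUG)12. Activity is normalized to buffer-only and uninhibited-complex controls.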
KCNH2 3.1 block – inhibitors of human KCNH2 3.1 potassium channel isoform. 0.95% of 340,000 active. U2OS KCNH2 3.1, thallium flux FluxOr; stronger effect = lower value. activity change, % (tested at about 1.8 µM);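 active means maximum activity change below -70%; inconclusive means maximum activity change from -70% to -50%; inactive means maximum activity change above -50%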;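 further: thallium influx rate constant from kinetic fluorescence after stimulation buffer; on the % scale 0 is the no-effect control and ±100 the full control effect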
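Normalized rate constant (relative to positive and negative DMSO controls) derived from a 2 min kinetic fluorescence read after stimulation; U2OS cells expressing the 3.1 isoform via virus at 1.77 x 10^8 /mL.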
FBPA coupling cs – counter-screen for Giardia aldolase inhibitors: coupling enzyme system; 0.67% of 290,000 active; activity change, negative = inhibition, % at 58.2 µM, hits read low; coupling enzyme system counterscreen, AmpLite Red fluorescence; AID 2472; in the data active means activity change below about -30%; further: on the % scale 0 is the no-effect control and ±100 the full control effect
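Fluorescence at 525 nm excitation and 598 nm emission measured inhibition of the coupled detection system without aldolase. Compounds (at 57.5 uM final) were preincubated 10 min at room temperature with coupling enzyme reagent before a 20 min substrate/AmpLite Red step.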
TRPV1 ag – human TRPV1 agonism | 0.19% of 320,000 active | activation, % at 8.33 µM | TRPV1-expressing cells, Fluo-8 calcium influx, agonist mode; in the data active means activation above about 80%; inconclusive means between about 30% and that limit; further: 0% is about no effect
Target sequence (Q8NER1 whole entry, looked up): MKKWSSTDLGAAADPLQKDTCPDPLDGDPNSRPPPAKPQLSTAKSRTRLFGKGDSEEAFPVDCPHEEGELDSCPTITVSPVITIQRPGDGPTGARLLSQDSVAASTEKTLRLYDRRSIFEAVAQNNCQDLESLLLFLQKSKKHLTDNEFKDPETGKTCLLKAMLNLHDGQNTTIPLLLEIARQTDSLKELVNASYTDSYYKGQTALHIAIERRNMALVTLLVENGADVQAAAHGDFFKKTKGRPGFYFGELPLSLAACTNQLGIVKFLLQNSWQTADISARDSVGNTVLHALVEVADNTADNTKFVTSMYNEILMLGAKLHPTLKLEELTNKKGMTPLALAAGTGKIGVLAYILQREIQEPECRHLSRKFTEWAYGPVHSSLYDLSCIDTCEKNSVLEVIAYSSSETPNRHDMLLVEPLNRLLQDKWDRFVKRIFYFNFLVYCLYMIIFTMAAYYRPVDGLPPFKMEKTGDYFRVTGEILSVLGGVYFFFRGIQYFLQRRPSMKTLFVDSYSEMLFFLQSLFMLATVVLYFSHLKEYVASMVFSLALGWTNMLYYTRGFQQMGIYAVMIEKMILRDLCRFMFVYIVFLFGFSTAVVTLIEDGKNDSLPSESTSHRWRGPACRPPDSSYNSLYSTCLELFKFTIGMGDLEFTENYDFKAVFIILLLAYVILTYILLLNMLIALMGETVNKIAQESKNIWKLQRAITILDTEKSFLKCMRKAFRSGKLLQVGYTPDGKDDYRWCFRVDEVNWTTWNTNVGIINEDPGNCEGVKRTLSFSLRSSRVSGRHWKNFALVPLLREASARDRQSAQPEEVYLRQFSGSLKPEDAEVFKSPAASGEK
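TRPV1-expressing cells were cultured overnight at 35.5C and loaded with Fluo-8 calcium dye for 40 to 90 min at room temperature. After a 10 s baseline, compound was added and calcium influx was read kinetically for 3 min (ex 480/em 520 nm).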
A-T KAP1 phos – candidate therapy for ataxia-telangiectasia; […] A-T fibroblasts, KAP-1 phosphorylation AlphaLISA; neocarzinostatin DNA damage 30 min before lysis; AID 485349; Potency, µM (titrated, usually from 57.5 µM), for inactives: at the highest dose activation, hits mostly activators; 0.19% of 320,000 active; further: potency means the concentration at half of the fitted maximal effect; % of control where 0% means no effect; nearly all actives have a fitted effect of over 45% in size
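ATM-like activity read as KAP-1 phosphorylation via AlphaLISA donor/acceptor antibody pairs after lysis and 6 hr at 25C. Cells were ATM-null patient fibroblasts ([…], hTERT), dosed 60 min, then exposed to the DSB inducer NCS for 30 min.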
KCNH2 WT inh – inhibitors of human wildtype KCNH2 potassium channel; U2OS, BacMam KCNH2, thallium flux FluxOr; stronger effect = lower value; activity change, % at 1.84 µM; 0.37% of 340,000 active; AID 720551;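 active means maximum activity change below -70%; inconclusive means maximum activity change between -70% and -50%; inactive means maximum activity change above -50%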; further: on the % scale 0 is the no-effect control and ±100 the full control effect
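U2OS cells transduced with wild-type KCNH2 virus are loaded with FluxOr dye for 45 min, and thallium flux is measured in kinetic reads before and after stimulation buffer. Rate constants are normalized to DMSO controls.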
ASM inhibitor – human S-ASM enzyme inhibition; P17405; Potency, µM (titrated, usually from 57.5 µM), for inactives: at the top dose activity change, negative = inhibition, actives largely listed as inhibitors; 0.006% of 340,000 active; AID 504937; placental ASM, HMU-PC fluorogenic substrate, 60 min; further: potency means the concentration at half of the fitted maximal effect
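Steps: dispense placental human ASM, pin compound, wait 10 min at room temperature, add HMU-PC0 substrate at 9 uM final, incubate 60 min at 37 °C, add stop solution raising pH to 10, read fluorescence.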
GALK inh – galactokinase (human) inhibition; Purified GALK, Kinase-Glo residual ATP luminescence; P51570; 0.007% of 270,000 active; AID 1868; Potency, µM (highest dose often 57.5 µM), inactives show at the top dose activity change, negative = inhibition, hits mostly inhibitors; further: potency means the concentration at half of the fitted maximal effect; on the % scale 0 is the no-effect control and ±100 the full control effect
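Luminescence from leftover ATP (Ultra-Glo luciferase/luciferin) served as read-out after a 1 h room-temperature reaction of 5 nM GALK with 35 uM ATP and 100 uM galactose.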
MLL CXXC-DNA inh – blocks binding of human MLL CXXC domain to DNA; MLL-CXXC / FITC-HOXA9 DNA fluorescence polarization; 0.037% of 290,000 active; Q03164; AID 2662; Potency, µM (titrated, usually from 115 µM), for inactives: at the highest dose activity change, negative = inhibition, actives largely listed as inhibitors; active means well fitted inhibition curve with a large enough effect in the polarisation, with a control signal flat, not every such curve was filed as active; inconclusive means small, poorly fitted or top-dose-only effect, or effect the other way, or a change in a side signal; inactive means no such curve, though single readings can be large or run the other way; the % refers to the polarisation; further: potency means the concentration at half of the fitted maximal effect
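Fluorescence polarization: 7 uM MLL-CXXC (stock) preincubated 5 min with compounds, then 50 nM fluorescein-HOX-A9 DNA (stock) added; 30 min ambient. Buffer 50 mM Tris-HCl pH 7.5, 50 mM NaCl, 1 mM DTT, 0.05% BSA.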
Numbers without * were called inactive; ? = inconclusive; . = not tested or not shown; [ ] = remark or other dose. Unless noted, the call rests on the fitted dose curve; in most records, active means well fitted curve in the direction sought with a large enough effect; inconclusive means small, poorly fitted or top-dose-only effect, or another doubt; inactive means no such curve, though single readings can be large; an effect the other way counts as inactive or inconclusive.

The line under a structure holds: Integrin act MD	MBNL1 CUG block	KCNH2 3.1 block	FBPA coupling cs	TRPV1 ag	A-T KAP1 phos	KCNH2 WT inh	ASM inhibitor	GALK inh	MLL CXXC-DNA inh
COc1ccc2c(c1OC)C(=O)N(c1ccc(C)c(C)c1)C2=O
 : -13%	18%	9	1	3	-2%	7	3%	0%	0%
Oc1[nH]c2ccccc2c1N=Nc1ncnc2c1oc1ccccc12
 : .	.	.	-1	-1	-4%	.	.	0%	14%
COc1cc(OC)cc(C(=O)N=c2sc3ccccc3n2C)c1
 : 7%	5%	-3	1	0	3%	12	0%	-2%	11%
O=C(COC(=O)c1ccco1)NC(c1ccccc1)c1ccccc1
 : -1%	-2%	4	5	2	2%	10	-3%	-1%	13%
CCOC(=O)N1CCN(C(=O)c2ccccc2CCc2ccccc2)CC1
 : 12%	-5%	-4	3	9	-1%	3	-2%	0%	-3%
Cc1ccc(NS(=O)(=O)c2cccc(C(=O)NCCc3c[nH]c4ccccc34)c2)c(C)c1
 : -58%	-8%	-6	-1	-3	3%	3	-15%	0%	-3%
CN(C)c1ccc(C(c2ccc(N(C)C)cc2)c2ccc([N+](=O)[O-])cc2)cc1
 : 11%	12%	-8	-4	-6	-13%	8	-4%	-3%	-1%
CCOC(=O)[C@H]1[C@H]2COc3ccc(Br)cc3[C@@H]2N2C(=O)[C@H](C)NC(=O)[C@@]12C
 : 8%	.	-1	.	.	5%	5	3%	.	.
Cc1ccc(-n2c(SCC(N)=O)nnc2-c2ccccn2)cc1
 : -9%	5%	1	2	-2	1%	-10	3%	0%	8%
CCOc1cc(C(=O)Nc2ccc(S(=O)(=O)Nc3cc(C)on3)cc2)cc(OCC)c1OCC
 : -2%	-5%	-3	6	-2	-1%	-5	-3%	-2%	64%[activator]
CN(C(=O)CCN1C(=O)C(C)(C)Nc2ccccc21)c1ccccc1
 : -6%	0%	-14	-1	-2	-5%	-25	-2%	-1%	16%
O=C(NCc1ccccc1F)C(=O)NCC1CCCN1S(=O)(=O)c1ccccc1 (stereo not given)
 : -20%	.	?	.	2	3%	0	1%	.	.
O=C(Nc1ccc(F)cc1F)c1cccc(C(=O)Nc2ccc(F)cc2F)n1
 : 21%	5%	3	-2	-5	-7%	18	2%	5%	-10%
CCCCOc1ccc(-c2n[nH]c(=S)n2Cc2ccccc2)cc1
 : -7%	-12%	-20	-2	13	-7%	1	-2%	4%	-8%
Cc1onc(-c2c(F)cccc2Cl)c1C(=O)OCC(=O)NCc1ccco1
 : -30%	-1%	2	3	-3	4%	8	2%	-2%	8%
CC1CCc2sc(C(=O)NCC3CCCO3)cc2C1 (stereo not given)
 : 6%	.	-5	.	?	-1%	-4	6%	.	.
O=C(CCc1ccccc1)NC1C2CC3CC(C2)CC1C3 (stereo not given)
 : ?	4%	0	-1	?	-13%	3	-2%	0%	-4%
Cc1noc(C)c1CSCC(=O)Nc1ccc(Br)cc1Cl
 : -5%	.	-15	.	8	2%	4	4%	.	.
CC1(C)Cc2cccc(OCC(=O)Nc3cc(S(C)(=O)=O)ccc3Cl)c2O1
 : 9%	.	-6	.	?	-2%	8	-6%	.	.
Cc1cc(C)n2nc(CNS(=O)(=O)c3ccc(F)c(C)c3)nc2n1
 : -9%	-3%	1	1	-3	5%	21	-3%	.	.
S=C(NC1CCCCC1)N(CCc1ccccc1)CCc1ccccc1
 : -42%	-16%	?	0	?	8%	4	-1%	1%	5%
CCN(CC)S(=O)(=O)c1cc(NC(=O)Cn2cnc3ccccc3c2=O)ccc1C
 : -56%[inhibitor]	6%	12	6	0	-5%	8	1%	-4%	-2%
CC(=O)Oc1ccc(C(=O)[C@H]2[C@H]3C(=O)N(c4cccc5ccccc45)C(=O)[C@H]3[C@@H]3C=CC=NN32)cc1
 : -18%	?	2	-15	2	-7%	8	-3%	1%	37%[activator]
CCOc1ccc(NS(=O)(=O)c2cc(NC(=O)CCS(=O)(=O)c3ccc(C)cc3)ccc2OC)cc1
 : -9%	.	6	-3	-1	1%	2	-3%	-5%	8%
O=C(CCS(=O)(=O)Cc1ccccc1)Nc1ncc([N+](=O)[O-])s1
 : -55%	?	-1	3	-3	-2%	-1	-1%	-6%	0%
C=C(C)CSc1nnc(-c2ccc(OC)cc2)n1N
 : 29%	-16%	-2	-2	3	-2%	9	4%	1%	-3%
CCOC(=O)[C@H]1[C@H]2COc3ccc(Br)cc3[C@H]2N2C(=O)CN(Cc3ccc(Cl)cc3)C(=O)[C@@]12C
 : 11%	.	-28	.	.	.	-8	0%	.	.
CCNC(=O)c1ccc(NS(=O)(=O)c2ccccc2)cc1
 : 1%	-6%	1	-1	-2	3%	-4	0%	-4%	4%
CCN(CC)CCNc1nc(SC)nc2sc3c(c12)CCN(C)C3
 : -20%	-8%	-2	0	-2	-15%	-2	17%	1%	22%
O=C(COCc1nc2ccccc2c(=O)[nH]1)NCC1CCCCC1
 : -52%[inhibitor]	-1%	3	1	3	0%	-3	-3%	-3%	0%

3 structures out of the list, sorted by length of the SMILES, rising:
The line under a structure holds: Integrin act MD	MBNL1 CUG block	KCNH2 3.1 block	FBPA coupling cs	TRPV1 ag	A-T KAP1 phos	KCNH2 WT inh	ASM inhibitor	GALK inh	MLL CXXC-DNA inh
S=C(NC1CCCCC1)N(CCc1ccccc1)CCc1ccccc1
 : -42%	-16%	?	0	?	8%	4	-1%	1%	5%
Cc1ccc(-n2c(SCC(N)=O)nnc2-c2ccccn2)cc1
 : -9%	5%	1	2	-2	1%	-10	3%	0%	8%
COc1ccc2c(c1OC)C(=O)N(c1ccc(C)c(C)c1)C2=O
 : -13%	18%	9	1	3	-2%	7	3%	0%	0%

Next section.
Structure | Integrin act MD | MBNL1 CUG block | KCNH2 3.1 block | FBPA coupling cs | TRPV1 ag | A-T KAP1 phos | KCNH2 WT inh | ASM inhibitor | GALK inh | MLL CXXC-DNA inh
O=C(CSc1ncccn1)Nc1ccc2c(c1)CCC2 | 6% | 3% | 0 | 5 | 9 | -1% | -3 | 1% | 5% | 1%
CCn1c(=S)[nH]c2c(c1=O)C(C)(C)Cc1ccccc1-2 | 2% | 76%[activator] | 0 | 12 | 5 | -2%[11.5 µM] | -3 | -13% | 1% | 43%[activator]
CCOc1ccccc1N1CCN(S(=O)(=O)c2ccc(F)c(F)c2)CC1 | -2% | -12% | -7 | -2 | 1 | 20% | 4 | -2% | 4% | -5%
COc1ccccc1NC(=O)NN1CCCCC1 | 12% | -7% | 8 | 4 | 1 | -2% | 9 | -1% | -2% | 6%
COc1cccc(COc2ncnc3sccc23)c1 | 3% | 0% | 9 | 3 | 1 | 4% | 15 | 0% | 10% | -2%
COCC(C)NC(=O)CCc1nnc(C2(c3ccc(Cl)cc3)CCC2)o1 (stereo not given) | 18% | -15% | 6 | 2 | 0 | 3% | 10 | -1% | 2% | -4%
Cc1cc(Cl)ccc1NC(=O)CN1C(=O)NC2(CCCc3ccccc32)C1=O (stereo not given) | -4% | . | -14 | . | 0 | 1% | -1 | . | . | .
O=C(N/N=C\c1ccoc1)c1ccco1 | 10% | 1% | 17 | . | -3 | 19% | -11 | 3% | -3% | -1%
O=C1NC(Nc2nc3ccccc3s2)(C(F)(F)F)C(=O)N1C1CCCCC1 (stereo not given) | -69%[inhibitor] | 6% | -11 | -4 | 2 | . | 17 | ? | 3% | -9%
O=C(CCN1CCCCCC1)Nc1ccc(F)cc1 | 14% | -9% | 8 | -1 | 0 | 3% | 63 | 7% | 5% | 6%
CC(=O)Nc1cccc(NC(=O)C(=O)Nc2ccc3c(c2)N(C(=O)C2CC2)CCC3)c1 | -2% | . | 23 | . | -1 | 9% | 1 | . | . | .
COCCCNC(=O)Nc1ccc2c(c1)N(C)C(=O)CS2 | 9% | -3% | 5 | 0 | -2 | -1% | -13 | 0% | 0% | 29%
Cc1ccc2c(c1)NC(=O)C(CC(=O)O)O2 (stereo not given) | 24% | -13% | -7 | 2 | -2 | 10% | 4 | 3% | 1% | -5%
Cc1ccc(NC(=O)CNCCCN2CCOCC2)cc1S(=O)(=O)N1CCCCC1 | -30% | ? | -6 | 1 | 4 | 7% | 9 | 0% | . | -9%
